Assay outcomes deposited in PubChem BioAssay by several laboratories.
TNAP inh hiacc – human TNAP enzyme inhibitors, primary screen, biochemical, luminescent, high phosphate acceptor level, uHTS | purified TNAP, CDP-star luminescence, 1 M DEA | inhibition, % at 20 µM | hit rate 0.03% among 200,000 | AID 1135, 2008;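 active = over 50% inhibition of tissue-nonspecific alkaline phosphatase at 20 µM in the single-dose screen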;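 note: plate controls were DMSO wells for no effect and EDTA-quenched wells as full inhibition for full effect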
Target sequence (P05186 whole entry, looked up): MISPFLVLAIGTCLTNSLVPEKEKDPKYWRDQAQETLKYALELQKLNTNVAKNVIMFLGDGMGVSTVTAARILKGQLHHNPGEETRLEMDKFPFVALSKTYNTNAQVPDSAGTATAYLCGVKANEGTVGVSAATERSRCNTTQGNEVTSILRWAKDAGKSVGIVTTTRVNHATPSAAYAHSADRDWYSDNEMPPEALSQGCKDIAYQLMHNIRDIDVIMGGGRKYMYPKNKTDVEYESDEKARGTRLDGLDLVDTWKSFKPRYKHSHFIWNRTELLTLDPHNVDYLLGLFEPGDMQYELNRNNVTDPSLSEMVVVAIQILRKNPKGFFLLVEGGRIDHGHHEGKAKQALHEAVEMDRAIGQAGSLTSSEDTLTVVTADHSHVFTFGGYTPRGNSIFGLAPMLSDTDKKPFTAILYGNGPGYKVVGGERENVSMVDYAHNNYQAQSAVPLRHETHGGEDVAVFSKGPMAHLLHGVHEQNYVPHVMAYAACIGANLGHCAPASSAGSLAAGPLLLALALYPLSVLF
SRC2 TRFRET art – TR-FRET signal artefacts, primary screen, artefact control for PPARgamma SRC-2 agonist project, biochemical. hit rate 0.4% among 200,000. TR-FRET ratio at 8 µM. AID 1049, 2008. TR-FRET artefact counter-screen; active compounds read high; in the data active = TR-FRET ratio above about 2000; note: inactives centre near 1500
bIAP activator – bovine intestinal alkaline phosphatase activators, primary screen, biochemical, bovine IAP, CDP-star luminescence | activation factor at 20 µM | purified bovine IAP, 30 min; active compounds read high; fold of DMSO-control signal, blank-subtracted | hit rate 0.17% among 200,000 | AID 1016, 2008 | alkaline phosphatase, intestinal [Bos taurus];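 active = activation factor of 2 or more at 20 µM, a signal rise over negative controls twice the positive control's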
PPARg SRC2 recr – agonists of PPARg-SRC-2 recruitment, primary screen, biochemical, HTS; Peroxisome proliferator-activated receptor gamma (Homo sapiens), P37231; PPARgamma LBD-SRC-2 recruitment; activation, % at 8 µM; hit rate 0.34% among 200,000; in the data active = activation above about 22%;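 note: 0% = vehicle and 100% = reference agonist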
Target sequence (P37231 whole entry, looked up, the tested form may be a part): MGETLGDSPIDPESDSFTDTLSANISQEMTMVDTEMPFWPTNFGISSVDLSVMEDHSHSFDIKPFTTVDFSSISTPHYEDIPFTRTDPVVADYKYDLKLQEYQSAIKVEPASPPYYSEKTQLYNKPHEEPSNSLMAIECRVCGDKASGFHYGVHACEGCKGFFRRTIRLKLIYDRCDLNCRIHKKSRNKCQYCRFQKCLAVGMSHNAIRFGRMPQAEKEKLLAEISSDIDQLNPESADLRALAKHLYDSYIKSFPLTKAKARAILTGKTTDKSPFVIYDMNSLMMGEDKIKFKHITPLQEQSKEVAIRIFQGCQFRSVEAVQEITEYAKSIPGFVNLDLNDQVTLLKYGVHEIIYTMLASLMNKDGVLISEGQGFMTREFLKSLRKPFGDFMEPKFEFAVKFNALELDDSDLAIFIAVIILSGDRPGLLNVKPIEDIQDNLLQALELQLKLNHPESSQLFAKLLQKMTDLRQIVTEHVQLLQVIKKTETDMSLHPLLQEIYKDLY
TNAP inh no acc – human TNAP enzyme inhibitors, primary screen, biochemical, luminescent, no phosphate acceptor, uHTS; hit rate 0.26% among 200,000; inhibition, % at 20 µM; purified TNAP, CDP-star luminescence, 30 min;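 active = tissue-nonspecific alkaline phosphatase inhibition above about 50% at 20 µM in the single-dose screen, limit read from the data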;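 note: 0% = DMSO negative control and 100% = EDTA positive control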
PPARg SRC1 recr – PPARgamma agonists recruiting SRC-1 coactivator, primary screen, biochemical | Peroxisome proliferator-activated receptor gamma (Homo sapiens), P37231 | activation, % at 8 µM | hit rate 0.41% among 200,000 | AID 631, 2007 | PPARgamma-SRC-1 coactivator recruitment biochemical assay; in the data active = activation above about 19%;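 note: 0% = DMSO and 100% = reference agonist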
TNAP act hi DEA – TNAP activators at high phosphate acceptor level, primary screen, biochemical, luminescence, uHTS | purified TNAP, CDP-star luminescence, 1 M DEA, 30 min; active compounds read high; 0 = EDTA background, 1 = DMSO-only activity | activation factor at 20 µM | AID 1136, 2008 | 200,000 tested, under 10 active | Alkaline phosphatase, tissue-nonspecific isozyme (Homo sapiens), P05186;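 active = activation factor at least 2 at 20 µM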
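system = human TNAP | amount = enzyme diluted 1/800 final | reagent = 100 µM CDP-star substrate | signal = luminescent substrate turnover signal | dosing = one dose, 20 µM | benchmarks = EDTA negative control, DMSO positive control | measure = activation factor | timing = 30 min reaction, room temperature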
bIAP inh – bovine intestinal alkaline phosphatase inhibitors, primary screen, selectivity assay for TNAP inhibitor project, biochemical, bovine IAP, CDP-star luminescence | inhibition, % at 20 µM | alkaline phosphatase, intestinal [Bos taurus] | 190,000 tested, under 10 active | purified bovine IAP, 30 min | AID 1019, 2008;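 active = over 50% inhibition of intestinal alkaline phosphatase at 20 µM in the single-dose screen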
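test system = bovine IAP enzyme | medium = DEA buffer 100 mM, pH 9.8, with MgCl2 1.0 mM, ZnCl2 0.02 mM | detection = luminescence | dosing = single compound dose of 20 µM, 2% DMSO final | incubation = 30 min reaction at room temperature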
HMGR II inh – inhibitors of E. faecalis class II HMGR, primary screen, biochemical, Enterococcus faecalis | hit rate 0.41% among 190,000 | HMG-CoA reductase (Enterococcus faecalis, mvaE) | purified E. faecalis HMGR, NADPH absorbance 340 nm kinetic | inhibition, % at 10 µM;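 active = inhibition above a set limit, the median over all tested compounds plus 3 SD, cut at about 9.5% in these data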;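 note: enzyme runs in reverse so mevalonate oxidation gives rising NADPH absorbance; 0% = complete reaction with DMSO and 100% = background rate lacking mevalonate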
PPARg SRC3 recr – PPARgamma agonists recruiting SRC-3 coactivator, primary screen, biochemical; hit rate 0.26% among 200,000; biochemical PPARgamma/SRC-3 coactivator recruitment assay; Peroxisome proliferator-activated receptor gamma (Homo sapiens), P37231; activation, % at 8 µM; in the data active = activation above about 23%;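 note: 0% = DMSO and 100% = reference agonist; some compounds past the cut are filed as inactive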
* marks the source's active call; other numbers are inactive results; nt = not tested or not shown.

Results follow in this order: TNAP inh hiacc | SRC2 TRFRET art | bIAP activator | PPARg SRC2 recr | TNAP inh no acc | PPARg SRC1 recr | TNAP act hi DEA | bIAP inh | HMGR II inh | PPARg SRC3 recr
- CCCNC(=O)NC(=O)COC(=O)c1oc2ccc(OCC)cc2c1C
  -1 | 1521 | 0.9 | -3 | -15 | 3 | 1 | 14 | -5 | -2
- CCn1c(O)c(C=NC2CCCC2)sc1=S
  1 | 1525 | 0.9 | 13 | -12 | 0 | 1 | 10 | 1 | 8
- CC(=O)Nc1cccc2c1[n+]([O-])c(C)c(C)[n+]2[O-]
  -2 | nt | 0.9 | nt | -6 | nt | 1 | 8 | nt | nt
- CN1CCN(C(=O)c2ccc(CN(c3ccccc3)S(=O)(=O)c3ccccc3)cc2)CC1
  -4 | 1582 | 1 | 2 | -2 | -3 | 1 | 3 | -1 | 0
- COc1ccc(NC(=S)NCc2ccc(S(N)(=O)=O)cc2)cc1OC
  -7 | 1755 | 1 | 2 | -9 | 5 | 1.1 | -4 | 2 | 2
- O=c1cc(-c2ccccc2Cl)oc2c(NS(=O)(=O)c3cc(Cl)cc(Cl)c3O)ccc(O)c12
  -2 | 1440 | 0.9 | 7 | 5 | -2 | 1 | 10 | 0 | 2
- COC(=O)CC1C(=O)NCCN1C(=O)CSc1nnnn1-c1ccc(OC)cc1 (centres undefined)
  2 | 1580 | 0.9 | 1 | -3 | 6 | 1 | 13 | -4 | 8
- Cc1ccc2nc(-c3ccc(NC(=O)COC(=O)c4ccc([N+](=O)[O-])o4)cc3)sc2c1
  -4 | 1733 | 1 | -3 | -2 | 8 | 1 | 4 | 0 | 6
- O=C(CSc1ncc(C(F)(F)F)cc1Cl)N1CCN(S(=O)(=O)c2ccc3ccccc3c2)CC1
  0 | 1819 | 0.9 | 8 | -8 | 3 | 1 | 6 | -6 | 4
- Cc1occc1-c1nc(-c2ccccn2)no1
  -10 | 1419 | 0.9 | -4 | -18 | 1 | 1.1 | 10 | -6 | 0
- COc1ccccc1C(CC(=O)Nc1ccccc1C)c1ccc(OC(C)C)cc1 (centres undefined)
  -6 | 1660 | 1 | -2 | -53 | 2 | 1.1 | -2 | -7 | 2
- CCO[C@H]1OC(C(=O)NCc2nc3ccccc3[nH]2)=C[C@@H](c2csc3ccccc23)[C@@H]1CCCO
  -7 | 1529 | 1.2 | 13 | -11 | 8 | 1.1 | -17 | -1 | 2
- Oc1[nH]c2ccccc2c1N=Nc1ccccc1F
  2 | 1566 | 1 | 7 | 3 | 0 | 1 | 1 | -1 | 5
- CC(C)N(C(=S)NCc1ccccc1)c1ccccc1
  -6 | 1558 | 1.1 | -1 | -12 | -3 | 1.1 | -15 | 2 | 2
- Cc1cccc(NC(=O)c2ccc(NS(=O)(=O)c3c(C)noc3C)cc2)c1
  -7 | 1549 | 1 | -4 | -7 | 1 | 1.1 | 3 | -2 | 6

Individual results from above:
CN1CCN(C(=O)c2ccc(CN(c3ccccc3)S(=O)(=O)c3ccccc3)cc2)CC1 @ PPARg SRC3 recr = 0
Cc1cccc(NC(=O)c2ccc(NS(=O)(=O)c3c(C)noc3C)cc2)c1 @ TNAP inh no acc = -7

Full records as entered above. Order of values: TNAP inh hiacc | SRC2 TRFRET art | bIAP activator | PPARg SRC2 recr | TNAP inh no acc | PPARg SRC1 recr | TNAP act hi DEA | bIAP inh | HMGR II inh | PPARg SRC3 recr
Profile of CCCNC(=O)NC(=O)COC(=O)c1oc2ccc(OCC)cc2c1C : -1 | 1521 | 0.9 | -3 | -15 | 3 | 1 | 14 | -5 | -2
Profile of COC(=O)CC1C(=O)NCCN1C(=O)CSc1nnnn1-c1ccc(OC)cc1 (centres undefined) : 2 | 1580 | 0.9 | 1 | -3 | 6 | 1 | 13 | -4 | 8
Profile of CC(C)N(C(=S)NCc1ccccc1)c1ccccc1 : -6 | 1558 | 1.1 | -1 | -12 | -3 | 1.1 | -15 | 2 | 2
Profile of CCO[C@H]1OC(C(=O)NCc2nc3ccccc3[nH]2)=C[C@@H](c2csc3ccccc23)[C@@H]1CCCO : -7 | 1529 | 1.2 | 13 | -11 | 8 | 1.1 | -17 | -1 | 2
Profile of Cc1occc1-c1nc(-c2ccccn2)no1 : -10 | 1419 | 0.9 | -4 | -18 | 1 | 1.1 | 10 | -6 | 0

Some entries already given, reduced to PPARg SRC1 recr:
mol	PPARg SRC1 recr
COc1ccccc1C(CC(=O)Nc1ccccc1C)c1ccc(OC(C)C)cc1 (centres undefined)	2
Cc1ccc2nc(-c3ccc(NC(=O)COC(=O)c4ccc([N+](=O)[O-])o4)cc3)sc2c1	8
CN1CCN(C(=O)c2ccc(CN(c3ccccc3)S(=O)(=O)c3ccccc3)cc2)CC1	-3
CCCNC(=O)NC(=O)COC(=O)c1oc2ccc(OCC)cc2c1C	3
COc1ccc(NC(=S)NCc2ccc(S(N)(=O)=O)cc2)cc1OC	5
COC(=O)CC1C(=O)NCCN1C(=O)CSc1nnnn1-c1ccc(OC)cc1 (centres undefined)	6

The list continues:
Results follow in this order: TNAP inh hiacc | SRC2 TRFRET art | bIAP activator | PPARg SRC2 recr | TNAP inh no acc | PPARg SRC1 recr | TNAP act hi DEA | bIAP inh | HMGR II inh | PPARg SRC3 recr
- O=C(CNC(=O)c1ccccc1Br)N/N=C/c1ccccc1O
  -5 | 1647 | 1.2 | -1 | -130 | 1 | 1.1 | -24 | 0 | 5
- CCOC(=O)c1c(C)[nH]c(C(=O)COC(=O)COc2ccccc2C=O)c1C
  1 | 1349 | 0.8 | -2 | -8 | -10 | 1 | 21 | -7 | -1
- CC(C)C(O)(C#CCN1CCCCC1)c1ccccc1 (centres undefined)
  -6 | 1338 | 0.9 | -3 | -11 | 0 | 1.1 | 5 | -6 | -4
- CC(C)Cc1nc(SCC(=O)Nc2ccc(S(N)(=O)=O)cc2)n[nH]1
  0 | 1508 | 1.1 | -5 | 37 | 4 | 1 | -14 | -1 | 3
- COc1nc2ccccc2c(=O)n1OCC(C)C
  2 | 1406 | 1.1 | -4 | -4 | 1 | 1 | -6 | -2 | 6
- COCCCNc1ncnc2ccc(C)cc12
  -3 | 1705 | 0.9 | -8 | -13 | 2 | 1 | 10 | 0 | 1
- O=C(N/N=C/c1ccccn1)c1[nH]c2ccc([N+](=O)[O-])cc2c1-c1ccccc1
  8 | 1751 | 0.9 | -5 | -2 | -6 | 0.9 | 6 | -4 | -1
- COCc1c(C#N)c(NCCc2ccc(F)cc2)nc(C)c1[N+](=O)[O-]
  -3 | 1758 | 0.6 | 0 | -3 | -1 | 1 | 44 | 3 | 4
- Cc1noc(C)c1CS(=O)(=O)c1ccc(Br)cc1
  -2 | 1612 | 1 | 15 | -8 | 2 | 1 | 3 | -2 | -8
- CN1CCN(C(=O)C(N)Cc2ccccc2)CC1 (centres undefined)
  -2 | 1469 | 1.2 | -3 | -6 | 1 | 1 | -16 | -4 | -2
- O=C(CN1C(=O)NC2(CCc3ccccc3C2)C1=O)NCc1ccco1 (centres undefined)
  -3 | 1655 | 1 | -7 | -14 | 0 | 1 | -1 | -7 | 1
- COc1cc(/C=C/C(=O)OCC(=O)Nc2ccccc2Sc2ccc(Cl)cc2)ccc1O
  -5 | 1589 | 1 | 15 | -7 | -2 | 1 | -1 | -4 | 3
- Cc1cc(N2CCN(c3nnnn3-c3ccccc3)CC2)n2ncnc2n1
  0 | 1638 | 0.9 | 11 | -11 | 8 | 1 | 12 | -7 | -2
- CCc1ccc(OCCNC(=O)c2ccccc2SCc2ccc(F)cc2)cc1
  -4 | 1712 | 0.8 | 3 | -11 | 3 | 1 | 16 | 4 | 6
- Cc1cc(Cl)ccc1OCCCC(=O)NCc1ccncc1
  -6 | 1470 | 0.9 | -6 | -4 | 2 | 1.1 | 6 | -2 | -1
- O=c1cc(-c2ccc(O)c(O)c2)oc2cc(O)c(C3OC(CO)C(O)C(O)C3O)c(O)c12 (centres undefined)
  10 | 1643 | 0.8 | 16 | 50 | 9 | 0.9 | 23 | -3 | 3
- Cc1ccc(C(NC(=O)N2CCOCC2)C(Cl)(Cl)Cl)cc1F (centres undefined)
  -3 | 1504 | 0.9 | 4 | -11 | -4 | 1 | 13 | -1 | -2
- O=C(NCC(c1cccs1)N1CCOCC1)c1ccco1 (centres undefined)
  2 | 1450 | 1.1 | 0 | -1 | -2 | 1 | -9 | -5 | 4
- C=CCn1c(C)cc(C(=O)CSc2n[nH]c(N)n2)c1C
  -3 | 1582 | 1.3 | 11 | -3 | -4 | 1 | -27 | -1 | 5
- COc1ccc(NC(=O)Cn2nnc(C(N)=O)c2N)c(OC)c1
  0 | 1621 | 0.9 | 13 | -8 | 11 | 1 | 9 | 0 | 0
- CCOC(=O)c1cc(-c2ccc(F)cc2)n(CCC(=O)NC2CCN(Cc3ccccc3)CC2)c1C
  3 | 1510 | 1.1 | 8 | -1 | 3 | 1 | -15 | -6 | 2
- c1ccc(-c2cn3c(n2)-c2ccccc2C3)cc1
  0 | 1690 | 0.7 | 9 | -43 | -2 | 1 | 25 | -2 | 2
- Cn1ncc2c(NCc3cccc(C(F)(F)F)c3)c(C(=O)O)cnc21
  -1 | 1627 | 1 | 2 | -8 | 2 | 1 | 1 | 8 | -1
- Cc1ccc(/C=C2/NC(=O)N(Cc3ccccc3F)C2=O)s1
  -3 | 1370 | 1.1 | -3 | -11 | -1 | 1 | -11 | 0 | 2
- Cc1nc2ccc(S(=O)(=O)NC(C(=O)NC3CCCC3)C(C)C)cc2s1 (centres undefined)
  -4 | 1515 | 0.9 | -4 | 12 | -2 | 1 | 7 | 2 | -3
- CC(=O)N/C(=C/c1ccccc1)C(=O)NC(Cc1ccccc1)C(=O)O (centres undefined)
  -2 | 1621 | 1 | 3 | -2 | -3 | 1 | 2 | -4 | 1
- Cc1sc2nc(CC(N)=O)[nH]c(=O)c2c1-c1ccccc1
  -2 | 1400 | 0.9 | -2 | -11 | 2 | 1 | 7 | 4 | 5
- O=C(Nc1ccccc1Cc1ccccc1)c1ccccc1NS(=O)(=O)c1ccc(Cl)s1
  -4 | 1316 | 1 | -3 | -12 | -4 | 1 | 5 | -5 | 0
- CC(C)(C)c1cc(NC(=O)CSc2nnc(N)s2)n(-c2ccccc2)n1
  -1 | 1516 | 0.7 | -5 | 7 | -10 | 1 | 33 | -1 | -1
- CCOC(=O)c1coc(CNC(=O)c2c(C)oc3c2CCCC3)c1
  -8 | 1271 | 1 | 2 | -3 | 11 | 1.1 | 3 | -7 | 3
- CC1CCN(C(c2ccc(N(C)C)cc2)c2nnnn2Cc2ccc(F)cc2)CC1 (centres undefined)
  -1 | 1457 | 1 | 0 | -9 | 2 | 1 | -1 | 0 | -5
